# Nrf2 inh – Nrf2 qHTS screen for inhibitors. 360,000 tested, 2.1% active. A549 ARE-Fluc reporter, luciferase luminescence, 18-24 h. Potency, µM (titrated, usually from 46 µM), for inactives: top-dose activity change, negative = inhibition, actives largely listed as inhibitors; note: potency is the fitted concentration of half-maximal effect; % is set by controls: 0 for no effect and ±100 for the full control effect; nearly all actives have a fitted effect of over 60% in size
#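 Concentration-response testing used A549 ARE_Fluc cells at 5000 cells/well. Following an 18-24 h compound incubation, viability was read by fluorescence (Ex 405/Em 525) and luciferase output by luminescence.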
# EPAC2 antag – qHTS for Antagonist of cAMP-regulated guanine nucleotide exchange factor 2 (EPAC2): primary screen. Potency, µM (series often up to 114 µM), for inactives: top-dose activity, negative = inhibition, most hits filed as inhibitors. AID 720708, 2013. EPAC2 GEF exchange of Rap1B-BODIPY-GDP, fluorescence. 360,000 tested, 0.18% active; note: potency is the fitted concentration of half-maximal effect; % is set by controls: 0 for no effect and ±100 for the full control effect; nearly all actives have a fitted effect of over 45% in size; many of its hits are not listed in these tables
# Target sequence (Q8WZA2 whole entry, looked up): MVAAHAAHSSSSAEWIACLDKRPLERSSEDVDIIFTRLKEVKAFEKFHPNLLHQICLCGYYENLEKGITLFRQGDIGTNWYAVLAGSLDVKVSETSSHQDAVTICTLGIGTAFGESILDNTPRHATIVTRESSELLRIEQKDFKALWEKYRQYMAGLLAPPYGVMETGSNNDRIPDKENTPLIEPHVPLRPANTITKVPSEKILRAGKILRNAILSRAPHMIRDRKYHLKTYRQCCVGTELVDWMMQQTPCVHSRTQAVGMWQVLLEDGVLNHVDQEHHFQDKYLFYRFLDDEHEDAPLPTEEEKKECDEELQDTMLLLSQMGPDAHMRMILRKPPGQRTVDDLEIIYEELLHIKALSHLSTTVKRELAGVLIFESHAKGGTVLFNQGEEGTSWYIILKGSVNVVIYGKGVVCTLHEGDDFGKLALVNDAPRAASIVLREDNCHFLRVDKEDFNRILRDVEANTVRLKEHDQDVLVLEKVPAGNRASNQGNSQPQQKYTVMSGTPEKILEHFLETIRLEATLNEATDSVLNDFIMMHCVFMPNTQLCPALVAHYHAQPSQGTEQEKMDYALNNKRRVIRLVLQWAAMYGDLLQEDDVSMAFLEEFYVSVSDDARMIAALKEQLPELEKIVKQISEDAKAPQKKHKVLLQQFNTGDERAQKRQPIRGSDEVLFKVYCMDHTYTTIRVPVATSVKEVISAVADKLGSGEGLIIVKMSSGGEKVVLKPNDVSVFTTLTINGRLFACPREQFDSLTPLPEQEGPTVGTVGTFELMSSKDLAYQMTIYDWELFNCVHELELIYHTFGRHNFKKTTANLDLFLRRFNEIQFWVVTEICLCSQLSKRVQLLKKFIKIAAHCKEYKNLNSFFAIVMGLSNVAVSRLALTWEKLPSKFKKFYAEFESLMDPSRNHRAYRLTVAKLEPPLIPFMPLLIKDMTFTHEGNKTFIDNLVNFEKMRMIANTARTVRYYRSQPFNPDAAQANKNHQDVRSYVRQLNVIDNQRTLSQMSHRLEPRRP
# CCT modulator – High-Throughput Screening for Modulators of Cytosolic Chaperonin Activity | 360,000 tested, 0.3% active | activity change, % (test concentration not listed), hits read low | purified chaperonin ATPase assay, HTRF ADP detection, 30 min; in the data active = activity change below about -30%; note: % is set by controls: 0 for no effect and ±100 for the full control effect
#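 TRiC (40 or 20 nM final, by batch activity) in 30 mM Tris pH 7.4, 100 mM KCl, 5 mM MgCl2, 1 mM DTT was treated with compound at 76 uM single dose, then 10 uM ATP, 30 min at 37 °C. ADP was read by HTRF Transcreener.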
# EPAC2 ag – qHTS for Agonist of cAMP-regulated guanine nucleotide exchange factor 4 (EPAC2): primary screen; EPAC2 activation, biochemical qHTS; response scale: 100% = 6.5 mM cAMP response; Potency, µM (top dose mostly 154 µM), inactives show at the top dose activation, hits mostly activators; 360,000 tested, 0.079% active; AID 720711, 2013; note: potency is the fitted concentration of half-maximal effect; nearly all actives have a fitted effect of over 50% in size
#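 Exchange assay: 100 nM EPAC2 with 250 nM Rap1B-BODIPY-GDP and 50 uM GDP. Fluorescence (ex 480/em 540 nm) read every 5 min for 30 min at room temperature. Data normalized to 6.5 mM cAMP as agonist control.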
# pAkt inh – HTS Assay for Inhibitors of Akt Phophorylation: Primary Screen; 360,000 tested, 0.32% active; activity change, % for hits at 50 µM; Neuro2A IGF-stimulated pAkt S473 HTRF, 20 min; active compounds read low; AID 651550, 2012; in the data active = activity change below about -80%; inconclusive = mostly about -51% to -80%; note: % is set by controls: 0 for no effect and ±100 for the full control effect
#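 Neuro2A cells in DMEM with 0.5% FBS, overnight at 37 deg C, given compound at single 50 µM final, then IGF (6 nM final) for 20 min at 37 deg C. Lysed; phospho-Akt Ser473 by HTRF after 24 h, 665/615 ratio.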
# TGFb SMAD3 inh – qHTS for Inhibitors of TGF-b. Potency, µM (titrated, usually from 46.1 µM), inactives show at the highest dose activity, negative = inhibition, hits mostly inhibitors. AID 588855, 2011. 410,000 tested, 1.2% active. HepG2 CAGA-GFP TGF-b/SMAD3 reporter, GFP fluorescence, 18 h; TGF-beta stimulated, 500 pg/mL final; note: potency is the fitted concentration of half-maximal effect; % is set by controls: 0 for no effect and ±100 for the full control effect; nearly all actives have a fitted effect of over 65% in size
#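 Using HEPG2 CAGA-GFP reporter cells at 1000 cells/well, we pinned test compounds, stimulated with recombinant TGF-beta (500 pg/mL final) and measured total well GFP after 18 h.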
# Nrf2 ARE act – qHTS of Nrf2 Activators; AREc32 ARE-luciferase reporter (MCF7-derived line), luminescence, 24 h; Potency, µM (titrated, usually from 46.1 µM), for the others: top-dose activation, hits mostly activators; 410,000 tested, 0.31% active; AID 624171, 2012; note: potency is the fitted concentration of half-maximal effect; % of control where 0% means no effect; nearly all actives have a fitted effect of over 65% in size
#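 AREc32_Fluc, 1000 cells/well, OPTI-MEM + 5% FBS, o/n 37 deg C 5% CO2; 23 nL cpd by pin tool, 24 hr; Steady-Glo 30 min RT, luminescence.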
# A549 tox – Nrf2 qHTS screen for inhibitors: counterscreen for cytotoxicity; A549 ARE-Fluc cells, CellTiter-Fluor viability, 18-24 h; Potency, µM (top dose mostly 46 µM), for inactives: top-dose activity change, negative = cytotoxicity, actives largely listed as inhibitors; 390,000 tested, 0.16% active; AID 504648, 2011; note: potency is the fitted concentration of half-maximal effect; % is set by controls: 0 for no effect and ±100 for the full control effect
#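 A549 ARE-Fluc cells in 5% FBS OPTI-MEM, 5000 cells/well, rested 2 h then exposed to compounds in concentration-response for 18-24 h at 37 °C. Viability by CellTiter-Fluor fluorescence (Ex 405/Em 525) after 30 min; luciferase luminescence (BugLite, 15 min, RT) read afterwards.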
# MmCpn inh – Inhibitors of TCP-1 ring complex (TRiC) of Methanococcus maripaludis (MmCpn): qHTS | Chaperonin Mm-Cpn (Methanococcus maripaludis) | purified Mm-Cpn ATPase, ADP Transcreener TR-FRET | Potency, µM (highest dose often 76.9 µM), for the others: at the highest dose activity, negative = inhibition, hits mostly inhibitors | 330,000 tested, 0.031% active | AID 504842, 2011; note: potency is the fitted concentration of half-maximal effect; % is set by controls: 0 for no effect and ±100 for the full control effect; nearly all actives have a fitted effect of over 80% in size
#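 TR-FRET (320 nm excitation; 590 and 665 nm emission) reports ADP made from 10 uM ATP by 25 nM enzyme; compounds were preincubated 10 min, reaction run 30 min, both at 37°C.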
# The depositor's hits bear a star; i = inactive; ? = inconclusive; . = no result given. Unless noted, calls come from the whole dose curve; as a rule, active = well fitted curve in the direction sought with a large enough effect; inconclusive = small, poorly fitted or top-dose-only effect, or another doubt; inactive = no such curve, though single readings can be large; an effect the other way counts as inactive or inconclusive. The list is partial. The share of hits here may be higher or lower than overall.
SMILES,Nrf2 inh,EPAC2 antag,CCT modulator,EPAC2 ag,pAkt inh,TGFb SMAD3 inh,Nrf2 ARE act,A549 tox,MmCpn inh
CCOC(=O)C(C(=O)N(C)Cc1ccccc1)C1CCCCC1 (centres undefined),?,-2%,-1.9,3%,i,1%,-0.5%,0%,-7%
CC(C)NC(=O)C(=O)NC1CCCCCC1,.,9%,-4.4,5%,i,4%,-0.2%,1%,-1%
Cc1cccc(NC(=O)C2CCCN(C(=O)NCc3ccccc3)C2)c1C (centres undefined),?,7%,2.9,-2%,i,-10%,0.1%,1%,-2%
CCCn1c(=O)c2[nH]cnc2n(-c2ccccc2C)c1=O,2%,6%,-1.2,5%,i,3%,0.1%,-3%,1%
Fc1ccc2nc3n(c2c1F)CCCCCC3,?,3%,-1.8,8%,i,-12%,-0.1%,1%,0%
COc1ccc(S(=O)(=O)N2CCC(C(=O)NCCc3ccc4c(c3)OCO4)CC2)cc1,-6%,0%,-0.4,0%,i,0%,0.3%,-3%,0%
COc1ccc(C(=O)C2CCCN(Cc3cccc4c3OCO4)C2)cc1OC (centres undefined),9%,-12%,-0.9,4%,i,-29%,0.4%,24%,2%
Cc1ccc(S(=O)(=O)N2CCCCC2)cc1C(=O)N1C(C)CCCC1C (centres undefined),10%,-1%,-1.0,9%,i,-4%,0.0%,-8%,0%
Cc1c(NC(=O)CSc2ncnc3ccccc23)c(=O)n(-c2ccccc2)n1C,?,1%,-3.8,-2%,i,-12%,0.4%,2%,2%
Cn1c(=O)n(C)c2cc(N3CCOCC3)c(NC(=O)c3ccc(F)cc3)cc21,-4%,-1%,-0.5,4%,i,0%,0.0%,2%,0%
Cc1csc2nc(O)c(C(=O)NCCCN3CCCC3=O)c(=O)n12,1%,1%,1.0,11%,i,8%,0.3%,-7%,2%
CCOC(=O)CNC(=O)Cn1cnc2c(nnn2-c2ccc(C)cc2)c1=O,.,7%,1.6,-6%,i,-2%,0.8%,14%,2%
N#Cc1cccc(-n2nnnc2-c2ccccn2)c1,15%,-3%,-2.1,8%,i,14%,-0.3%,-1%,2%
N=C1C(c2ccccc2)=C(O)CN1c1cccc(S(=O)(=O)N2CCOCC2)c1,0%,4%,-0.9,-2%,i,-1%,0.1%,1%,0%
Cc1cc(C(F)F)n2nc(C(=O)Nc3ccc(F)cc3F)nc2n1,9%,6%,-1.3,11%,i,10%,0.5%,1%,-1%
OCCNc1nc(C2CC2)nc2c1nnn2Cc1ccccc1Cl,.,3%,-1.3,-11%,.,-9%,2.7%,?,0%
Cn1c(-c2c(N)n(-c3ccccc3)c3nc4ccccc4nc23)nc2ccccc21,-5%,-10%,-1.9,13%,i,-14%,6.0%,13%,-5%
O=C(NC(=S)NNC(=O)c1ccccc1O)c1ccccc1,6%,16%,-2.4,8%,i,0%,4.3%,3%,-6%
O=C(OCC(=O)N1CCN(c2ccccc2)CC1)c1ccc(O)cc1O,6%,7%,-0.3,0%,i,-4%,0.1%,1%,0%
CC(C)Nc1ncnc2c1nnn2Cc1ccccc1,-16%,-5%,-6.6,2%,i,1%,-1.0%,-11%,1%

# Structural class: the entries above with fluorine
SMILES,Nrf2 inh,EPAC2 antag,CCT modulator,EPAC2 ag,pAkt inh,TGFb SMAD3 inh,Nrf2 ARE act,A549 tox,MmCpn inh
Fc1ccc2nc3n(c2c1F)CCCCCC3,?,3%,-1.8,8%,i,-12%,-0.1%,1%,0%
Cn1c(=O)n(C)c2cc(N3CCOCC3)c(NC(=O)c3ccc(F)cc3)cc21,-4%,-1%,-0.5,4%,i,0%,0.0%,2%,0%
Cc1cc(C(F)F)n2nc(C(=O)Nc3ccc(F)cc3F)nc2n1,9%,6%,-1.3,11%,i,10%,0.5%,1%,-1%

# Going on with the list.
SMILES,Nrf2 inh,EPAC2 antag,CCT modulator,EPAC2 ag,pAkt inh,TGFb SMAD3 inh,Nrf2 ARE act,A549 tox,MmCpn inh
COc1cc(OC)c(C(=O)NC2CCCCCC2)cc1OC,?,-2%,1.3,-2%,i,-7%,1.4%,1%,0%
Cc1ccc(C)c(C(=O)CCC(=O)Nc2cccnc2)c1,1%,2%,1.8,-3%,i,0%,-0.9%,-3%,-3%
Brc1ccccc1-c1csnn1,6%,0%,-3.1,-3%,i,-11%,0.3%,-2%,0%
COc1ccc(C(=O)c2[nH]c(N)c(C(=O)NCCc3c[nH]c4ccccc34)c2-c2ccc(OC)c(OC)c2)cc1,.,10%,0.6,11%,i,.,5.1%,.,.
O=C(C1=C(O)C(=O)N(CCN2CCOCC2)C1c1cccc(F)c1)c1cc2ccccc2o1 (centres undefined),?,-17%,0.5,5%,i,-6%,0.0%,-2%,-27%
O=C(Nc1ccc2nc(SCC(=O)N3CCCc4ccccc43)sc2c1)c1ccc(Cl)cc1,?,.,.,.,.,0%,0.3%,?,.
COc1ccc([N+](=O)[O-])cc1N(CC(O)CN1CCCCC1)S(=O)(=O)c1ccccc1 (centres undefined),2%,6%,-2.3,10%,i,9%,-0.5%,5%,-2%
Cn1nnc(C(O)CN2CCOCC2)n1 (centres undefined),-1%,2%,-6.5,4%,i,10%,-0.1%,-2%,-2%
Cc1nnc2ccc(-c3ccc(NS(=O)(=O)c4ccccc4[N+](=O)[O-])cc3)nn12,?,0%,-2.4,13%,i,0%,7.3%,-2%,5%
COc1cccc(C(=O)Nc2ccc(NC(=O)C3C4C=CC(C4)C3C(=O)O)cc2)c1 (centres undefined),?,5%,-0.9,15%,i,0%,9.5%,-12%,-2%
CCc1c(C)sc(NC(=O)c2ccccc2[N+](=O)[O-])c1C(N)=O,0%,6%,-2.4,-2%,i,-12%,2.5%,0%,-9%
COc1ccc(NCC(=O)NN=C2CCS(=O)(=O)c3ccc(F)cc32)cc1,21%,23%,7.7,6%,i,1%,-0.1%,5%,-2%
CCn1cc(C(=O)NCCc2ccccc2)c(=O)c2cc(S(=O)(=O)N3CCCCCC3)ccc21,?,.,.,.,.,-17%,0.4%,-15%,.
Nc1nonc1-n1nnc(C(=O)N/N=C/c2cccc(Cl)c2)c1CSc1ccccc1,?,14%,1.3,12%,i,-3%,-0.5%,-8%,0%
CC(=O)NCC1CCCN(C(=O)c2oc3c(F)cccc3c2C)C1 (centres undefined),-1%,-3%,-1.6,11%,i,-2%,-0.3%,-4%,-1%
Cc1nc2c(cnn2-c2ccccc2Cl)c(=O)n1-c1ccc(N2CCC(C)CC2)cc1,?,-2%,-1.7,7%,i,-10%,-0.4%,-19%,1%
Cc1cc(Nc2ccc(F)cc2)nc(N)n1,9%,-6%,-1.3,-1%,i,-17%,-0.6%,-1%,0%
O=C1C(=Cc2ccccn2)CCc2ccccc21,.,-6%,0.9,-2%,i,10µM*,?,.,.
CC(=O)Nc1ccc(NC(=O)CSCc2cnn(-c3ccccc3)c2-n2cccc2)cc1,-16%,4%,-0.2,3%,i,-5%,2.8%,-3%,0%
Nc1nnnn1/N=C/c1ccccc1OCc1ccc(Cl)cc1,?,-6%,-1.3,3%,i,0%,0.0%,6%,-3%

# Looked up above:
# O=C(C1=C(O)C(=O)N(CCN2CCOCC2)C1c1cccc(F)c1)c1cc2ccccc2o1 (centres undefined) | MmCpn inh = -27%
# COc1ccc([N+](=O)[O-])cc1N(CC(O)CN1CCCCC1)S(=O)(=O)c1ccccc1 (centres undefined) | EPAC2 ag = 10%

# Next structures:
SMILES,Nrf2 inh,EPAC2 antag,CCT modulator,EPAC2 ag,pAkt inh,TGFb SMAD3 inh,Nrf2 ARE act,A549 tox,MmCpn inh
Nc1ccccc1SC1CC(=O)N(c2ccc(Cl)c(Cl)c2)C1=O (centres undefined),-26%,2%,0.5,-4%,i,?,3.3%,-9%,0%
Cc1cccc(NS(=O)(=O)c2cccc(C(=O)Nc3cccc(C(=O)O)c3)c2)c1,2%,-20%,-1.5,-4%,i,14%,0.2%,-1%,1%
CC[C@@H](C)C(NC(=O)OC(C)(C)C)c1cn([C@@H](CCC(=O)OC(C)(C)C)C(=O)N2CCN(C(=O)OC(C)(C)C)CC2)nn1 (some centres undefined),?,12%,-1.0,-13%,i,0%,-0.1%,-11%,.
CCOC(=O)n1c(=O)oc2ccc(Cl)cc21,-16%,-6%,-3.2,9%,i,1%,?,0%,0%
Cc1ccc(C(=O)N2CCCC(N(C)Cc3ccccc3)C2)s1 (centres undefined),-20%,11%,2.0,2%,i,-13%,0.9%,22%,-4%
COc1ccc(C(=O)OCC(=O)NC(C)CCc2ccccc2)cc1 (centres undefined),-2%,1%,-1.1,7%,i,-10%,0.1%,1%,0%
CC(C)CC1NC(=O)N(CC(=O)N2CCN(S(=O)(=O)c3ccc(Cl)cc3)CC2)C1=O (centres undefined),-11%,13%,0.3,-4%,i,-5%,-0.5%,5%,0%
CC(C)(C)OC(=O)NCc1ccc(NC(=O)c2nc[nH]c2C(=O)Nc2cc(Br)ccc2F)cc1,.,2%,-0.7,-3%,i,-8%,-0.9%,.,.
COc1cc2c(cc1OC)C(SC)=NC(C)(C)C2,-12%,-9%,-3.1,12%,i,?,4.0%,8%,-2%
COc1ccc(NC(=O)c2ccc(COCC(F)(F)C(F)F)cc2)cc1OC,-22%,0%,-0.2,4%,i,-19%,0.5%,-5%,-1%
CC1CCCN(S(=O)(=O)c2ccc(NC(=O)C3CCN(C(=O)c4ccco4)CC3)cc2)C1 (centres undefined),?,-7%,-0.3,5%,i,14%,-0.6%,-5%,-1%
C1CC2CN(c3nc4nonc4nc3N3CCSCC3)CCN2C1 (centres undefined),6%,0%,0.4,2%,i,23%,-0.3%,-6%,2%

# Source: PubChem (National Center for Advancing Translational Sciences (NCATS))
